# Screens from PubChem.
# A549 viability – kills or reduces viability of A549 cells in Nrf2 counter-screen; 390,000 tested, 0.16% active; Potency, µM (top dose mostly 46 µM), without a hit: top-dose activity change, negative = cytotoxicity, most hits filed as inhibitors; A549 ARE-Fluc cells, CellTiter-Fluor viability, 18-24 h; also: potency is read from the fitted curve at half-maximal effect; % is scaled to controls: 0 for no effect and ±100 for the full control effect
#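 A549 ARE_Fluc cells in 5% FBS OPTI-MEM were exposed to compounds in concentration-response for 18-24 h at 37 deg C. Viability was read by CellTiter-Fluor fluorescence (Ex 405/Em 525) after 30 min, before the luciferase read.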
# Nrf2 inh – Nrf2 pathway inhibition; A549 ARE-Fluc reporter, luciferase luminescence, 18-24 h; Potency, µM (doses to about 46 µM), for the others: at the top dose activity change, negative = inhibition, actives largely listed as inhibitors; 360,000 tested, 2.1% active; AID 504444; also: potency is read from the fitted curve at half-maximal effect; % is scaled to controls: 0 for no effect and ±100 for the full control effect; nearly all actives have a fitted effect of over 60% in size
#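 In this cell-based qHTS, ARE-driven firefly luciferase in A549 cells reports Nrf2 activity; the luminescent signal after BugLite lysis is the measured value, with a prior CellTiter-Fluor read for cell health.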
# EPAC2 agonist – activates human EPAC2 exchange factor; Q8WZA2; EPAC2 activation, biochemical qHTS; response scale: 100% = 6.5 mM cAMP response; Potency, µM (doses to about 154 µM), for the others: at the top dose activation, most hits filed as activators; 360,000 tested, 0.079% active; also: potency is read from the fitted curve at half-maximal effect; nearly all actives have a fitted effect of over 50% in size
# Target sequence (Q8WZA2 whole entry, looked up): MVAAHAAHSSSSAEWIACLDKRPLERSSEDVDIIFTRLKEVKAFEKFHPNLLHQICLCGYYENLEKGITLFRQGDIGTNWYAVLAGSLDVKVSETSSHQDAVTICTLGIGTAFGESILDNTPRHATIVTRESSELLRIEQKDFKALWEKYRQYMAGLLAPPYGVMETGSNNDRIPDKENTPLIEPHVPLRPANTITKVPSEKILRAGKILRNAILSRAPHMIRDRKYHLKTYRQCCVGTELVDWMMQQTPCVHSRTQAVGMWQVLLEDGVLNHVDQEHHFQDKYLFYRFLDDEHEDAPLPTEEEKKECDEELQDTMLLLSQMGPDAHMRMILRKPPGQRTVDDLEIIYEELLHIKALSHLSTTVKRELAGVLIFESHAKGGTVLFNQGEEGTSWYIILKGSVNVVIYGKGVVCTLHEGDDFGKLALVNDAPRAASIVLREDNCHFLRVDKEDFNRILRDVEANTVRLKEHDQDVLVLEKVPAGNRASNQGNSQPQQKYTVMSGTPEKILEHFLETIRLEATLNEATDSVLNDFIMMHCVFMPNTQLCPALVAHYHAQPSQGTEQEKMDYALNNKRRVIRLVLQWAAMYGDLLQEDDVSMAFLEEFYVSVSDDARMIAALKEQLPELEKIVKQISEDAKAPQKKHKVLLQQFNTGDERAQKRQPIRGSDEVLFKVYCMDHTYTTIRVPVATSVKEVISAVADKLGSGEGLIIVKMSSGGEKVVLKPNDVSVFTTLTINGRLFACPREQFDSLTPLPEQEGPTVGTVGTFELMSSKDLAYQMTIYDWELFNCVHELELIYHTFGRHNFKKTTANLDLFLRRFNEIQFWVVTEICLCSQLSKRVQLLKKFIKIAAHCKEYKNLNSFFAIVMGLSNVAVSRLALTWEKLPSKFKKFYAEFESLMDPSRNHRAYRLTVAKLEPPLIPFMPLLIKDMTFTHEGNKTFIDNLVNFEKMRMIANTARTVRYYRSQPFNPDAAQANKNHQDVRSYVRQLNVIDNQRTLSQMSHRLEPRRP
#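 Readout is BODIPY fluorescence (480 nm excitation, 540 nm emission), which falls as labeled GDP is exchanged off Rap1B. EPAC2 at 100 nM acted on 250 nM RAP1B-BODIPY-GDP with 50 uM GDP present.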
# Mm-Cpn inhibitor – M. maripaludis TRiC chaperonin inhibition; Potency, µM (series often up to 76.9 µM), for inactives: at the highest dose activity, negative = inhibition, most hits filed as inhibitors; purified Mm-Cpn ATPase, ADP Transcreener TR-FRET; 330,000 tested, 0.031% active; AID 504842; also: potency is read from the fitted curve at half-maximal effect; % is scaled to controls: 0 for no effect and ±100 for the full control effect; nearly all actives have a fitted effect of over 80% in size
#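 Measured: ADP formation by purified Mm-CPN. Conditions: 25 nM protein, 10 uM ATP, Tris pH 7.4 with Mg2+, K+ and DTT, 37°C for 30 min. Detection: Transcreener HTRF after 30 min at room temperature.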
# pAkt inh – Akt phosphorylation inhibition; 360,000 tested, 0.32% active; activity change, % for hits at 50 µM; Neuro2A IGF-stimulated pAkt S473 HTRF, 20 min; stronger effect = lower value; in the data active = activity change below about -80%; inconclusive = mostly about -51% to -80%; also: % is scaled to controls: 0 for no effect and ±100 for the full control effect
#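 Neuro2A cells (4,500/well, DMEM with 0.5% FBS) were treated with compound at a single 50 µM final concentration, stimulated with 6 nM IGF for 20 min at 37 °C, and lysed. Phospho-Akt Ser473 was read by HTRF as 665/615 ratio ×10^4.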
# CCT chaperon mod – changes cytosolic chaperonin activity. purified chaperonin ATPase assay, HTRF ADP detection, 30 min. activity change, % (no concentration beside the values), hits read low. 360,000 tested, 0.3% active. AID 651819; in the data active = activity change below about -30%; also: % is scaled to controls: 0 for no effect and ±100 for the full control effect
#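 TRiC (40 or 20 nM final, by batch activity) in 30 mM Tris pH 7.4, 100 mM KCl, 5 mM MgCl2, 1 mM DTT was treated with compound at 76 uM single dose, then 10 uM ATP, 30 min at 37 °C. ADP was read by HTRF Transcreener.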
# Nrf2 activator – activators of Nrf2 (ARE) signaling; AREc32 ARE-luciferase reporter (MCF7-derived line), luminescence, 24 h; Potency, µM (series often up to 46.1 µM), inactives show top-dose activation, usual class: activators; 410,000 tested, 0.31% active; AID 624171; also: potency is read from the fitted curve at half-maximal effect; % of control where 0% means no effect; nearly all actives have a fitted effect of over 65% in size
#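 AREc32_Fluc, 1000 cells/well, OPTI-MEM + 5% FBS, o/n 37 deg C 5% CO2; 23 nL cpd by pin tool, 24 hr; Steady-Glo 30 min RT, luminescence.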
# TGFb inhibitor – TGF-b pathway inhibition | Potency, µM (series often up to 46.1 µM), for the others: at the top dose activity, negative = inhibition, most hits filed as inhibitors | 410,000 tested, 1.2% active | HepG2 CAGA-GFP TGF-b/SMAD3 reporter, GFP fluorescence, 18 h; TGF-beta stimulated, 500 pg/mL final; also: potency is read from the fitted curve at half-maximal effect; % is scaled to controls: 0 for no effect and ±100 for the full control effect; nearly all actives have a fitted effect of over 65% in size
#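 GFP signal (ex488/em500-530) from TGF-beta-stimulated HEPG2 CAGA-GFP cells, 500 pg/mL final, 18 h at 37 degrees C in DMEM plus 1% FBS, normalized to unstimulated and DMSO-stimulated controls.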
# EPAC2 antag – blocks human EPAC2 exchange factor. 360,000 tested, 0.18% active. EPAC2 GEF exchange of Rap1B-BODIPY-GDP, fluorescence. AID 720708. Potency, µM (titrated, usually from 114 µM), for the others: at the top dose activity, negative = inhibition, most hits filed as inhibitors. Q8WZA2; also: potency is read from the fitted curve at half-maximal effect; % is scaled to controls: 0 for no effect and ±100 for the full control effect; nearly all actives have a fitted effect of over 45% in size; many of its hits are not listed in these tables
# * marks the source's active call; other numbers are inactive results; i = inactive; ? = inconclusive; . = no result given; [ ] = remark or other dose. Unless noted, calls follow the shape of the dose curve; as a rule, active = well fitted curve in the direction sought with a large enough effect; inconclusive = small, poorly fitted or top-dose-only effect, or another doubt; inactive = no such curve, though single readings can be large; an effect the other way counts as inactive or inconclusive.
smiles	A549 viability	Nrf2 inh	EPAC2 agonist	Mm-Cpn inhibitor	pAkt inh	CCT chaperon mod	Nrf2 activator	TGFb inhibitor	EPAC2 antag
COc1ccc(Nc2nc(Cl)nc(NCc3ccco3)n2)c(OC)c1	-3.3%	19.0%	-10.2%	-2.3%	i	2.4	0.3%	-6.2%	-1.2%
Cc1cc2oc(C(=O)NCc3ccc4c(c3)OCO4)c(C)c2cc1C	-9.7%	-12.6%	8.3%	0.5%	i	0.8	0.3%	3.7%	1.5%
COc1ccc(C)cc1NC(=O)C(=O)NCc1ccncc1	-10.1%	5.7%	-1.9%	-0.1%	i	0.8	0.3%	2.3%	6.9%
CC1(C)C(=O)Nc2ccccc2N1C(=O)COc1ccccc1C#N	0.1%	-1.3%	7.5%	-3.5%	i	-10.9	0.3%	-6.2%	-5.4%
CC(=O)Nc1ccc(C(=O)NNC(=O)c2ccc(Cl)cc2)cc1	-0.9%	6.4%	12.7%	1.4%	i	-3.1	-0.2%	-5.7%	7.5%
CS(=O)(=O)N1CCN(C(=O)CCC2CCCC2)CC1	-6.7%	0.0%	9.7%	0.5%	i	-2.9	0.4%	0.0%	4.1%
O=c1[nH]oc2cc(Cl)ccc12	-20.9%	-19.8%	6.0%	0.1%	i	-0.2	-1.1%	-9.3%	0.7%
COc1cccc(-c2csc(NC(=O)Nc3ccccc3)n2)c1	?	?	21.9%	1.5%	i	-3.2	-2.1%	?	-9.8%
Cc1ccc(C(=O)OCC(=O)Nc2cccc(S(=O)(=O)N3CCOCC3)c2)o1	1.2%	-3.8%	-2.8%	-0.2%	i	0.0	0.6%	4.5%	-7.3%
O=C(NC1CCCCC1)N1CCN(C(c2ccccc2)c2ccccc2)CC1	-3.0%	?	-3.8%	-0.9%	i	0.3	0.0%	1.2%	-15.0%
O=C(COc1ccccc1)NCC(=O)Nc1ccncc1	0.1%	0.8%	9.0%	2.7%	i	1.6	0.0%	1.7%	4.1%
Cc1ccc(C(=O)NCC(=O)N(C)CC(=O)Nc2c(Cl)cccc2Cl)s1	-5.6%	16.0%	11.1%	1.5%	i	-0.3	3.6%	4.1%	-9.2%
COc1ccc(S(=O)(=O)N2CCN(CC(=O)NCC3(N4CCOCC4)CCCCC3)CC2)cc1	-4.2%	-3.9%	-2.3%	1.1%	i	-2.5	-0.1%	8.2%	-14.4%
CCn1c(CN2CCC(C)CC2)nc2cc(NC(=O)c3cccc([N+](=O)[O-])c3)ccc21	-12.3%	-23.1%	.	.	.	.	4.1%	-18.6%	.
CCn1c(SCC(=O)NNC(=O)c2ccc(C)cc2)nnc1C1CC1	0.3%	-3.8%	8.5%	0.5%	i	0.0	-1.9%	-1.5%	15.2%
COc1ccccc1-c1cc(C(=O)N/N=C/c2ccoc2)c2ccccc2n1	-1.4%	-6.2%	21.6%	-0.1%	i	-10.9	0.2%	3.1%	-3.2%
Cc1ccc2c(c1)-c1onc(C(=O)N(C)c3ccc(F)cc3)c1CO2	8.8%	17.5%	.	.	.	.	0.6%	4.4%	.
Cc1ccccc1OCC(O)CN1CCCCC1 (stereo not drawn)	-14.3%	-27.2%	2.5%	1.0%	i	-2.4	0.0%	0.1%	16.6%
CCN(CC)CC(O)c1cccn1-c1ccc(CNC(=O)NC(C)C)cc1 (stereo not drawn)	-0.4%	-0.4%	6.4%	-4.1%	i	-2.3	0.3%	-8.9%	7.6%
Cc1ccc(CNC(=O)c2ccc(N3CCC4(CC3)CC(c3cccc(Br)c3)=NO4)c(N)c2)cc1	-1.9%	-23.9%	-3.7%	-4.8%	i	0.7	3.3%	-16.0%	17.4%
CC(=O)c1cnc(Nc2nc(C)c3cc(C)c(C)cc3n2)nc1C	2.1%	?	-3.3%	2.0%	i	-1.7	-0.8%	-0.6%	8.4%
COc1ccccc1N1CC(O)=C(c2nc3ccccc3c(=O)[nH]2)C1=N	-3.4%	-21.7%	7.2%	-0.7%	i	-3.3	3.1%	-3.0%	1.9%
COc1ccc(CC(=O)NCc2nnc(SCC(=O)Nc3nccs3)n2-c2ccccc2)cc1	2.8%	-4.8%	4.8%	0.6%	i	-0.1	-0.6%	-2.9%	3.1%
O=C(NNC(=O)c1ccccc1C(=O)O)c1ccc(O)cc1	8.2%	0.5%	13.1%	0.4%	i	0.6	-0.3%	17.2%	-7.0%
O=c1[nH]c(/C=C\c2ccc(O)cc2)nc(O)c1[N+](=O)[O-]	-16.3%	1.1%	9.0%	0.2%	i	-9.3	0.3%	6.5%	8.0%

# New compounds follow:
smiles	A549 viability	Nrf2 inh	EPAC2 agonist	Mm-Cpn inhibitor	pAkt inh	CCT chaperon mod	Nrf2 activator	TGFb inhibitor	EPAC2 antag
COc1cccc(C(=O)N[C@@H](CCSC)c2nc3ccccc3[nH]2)c1	-14.1%	-4.2%	9.2%	-0.5%	i	1.2	-1.0%	1.1%	-2.1%
Cc1ccsc1/C=N/NC(=O)C(N)=O	4.7%	28.3%	-1.2%	-0.7%	i	-0.4	-0.5%	10.7%	0.1%
CCc1cc(=O)[nH]c(SCC(=O)Nc2ccc3c(c2)OCCO3)n1	-1.2%	-18.4%	9.4%	1.0%	i	-0.7	0.7%	-18.1%	-5.7%
S=c1[nH]nc(-c2ccncc2)n1/N=C/c1ccccc1Cl	11.6%	-7.7%	11.5%	-0.8%	i	-1.8	0.1%	-6.7%	14.6%
CCOC(=O)c1nnn(-c2nonc2N)c1COc1ccc(F)cc1	-2.3%	-28.2%	-4.2%	2.4%	i	-0.8	0.2%	25.7%	-3.5%
CCOC(=O)c1cc2c(=O)n3ccccc3nc2n(CC2CCCO2)c1=NC(=O)c1cccc(C(F)(F)F)c1 (stereo not drawn)	2.0%	3.7%[9.27 µM]	.	.	.	.	0.3%	4.2%	.
O=C(Nc1cccc(F)c1)c1ccc(S(=O)(=O)NCC2CCCO2)cc1 (stereo not drawn)	-4.1%	20.6µM*	2.3%	0.9%	i	0.1	5.5%	-26.5%	10.6%
Cc1[nH]c(=O)c(C#N)c(C)c1CCC(=O)NCc1cccc(C(F)(F)F)c1	1.8%	-7.6%	5.2%	-1.2%	i	1.5	-0.3%	-8.0%	0.4%
O=C(CSc1nnc(C2COc3ccccc3O2)o1)N1CCCC1 (stereo not drawn)	0.7%	11.0%	6.1%	-9.0%	i	-2.5	2.8%	-0.8%	-2.4%
CC1=NN(C(=O)COc2ccc(C)c(C)c2)C(O)(c2ccc(Cl)cc2)C1 (stereo not drawn)	17.3%	5.7%	9.4%	0.7%	i	-3.6	3.8%	0.0%	-18.4%
COc1ccc(C(=O)N=C2SC3CS(=O)(=O)CC3N2c2ccccc2)cc1OC (stereo not drawn)	1.7%	-15.4%	-7.9%	1.9%	i	-0.9	0.2%	6.7%	12.6%
COC(=O)[C@@H](NC(=O)Nc1ccc(OC(F)(F)F)cc1)C(C)C	-3.0%	-0.5%	-13.9%	1.4%	i	-0.6	-0.3%	-2.2%	-1.9%
COc1ccc(OCC(O)CNS(=O)(=O)c2cccc(Cl)c2)cc1 (stereo not drawn)	0.5%	-11.6%	7.0%	-4.0%	i	0.4	0.2%	-17.8%	-2.8%
CSc1ccc(-c2nc3cccc(C)n3c2Nc2ccc(Cl)cc2)cc1	-7.1%	-0.4%	.	.	.	.	0.4%	0.3%	.
COc1cc(NC(=O)NCc2ccco2)ccc1-c1ccc(NC(=O)NCc2ccco2)cc1OC	-11.3%	?	6.9%	.	i	0.1	17.9%	-17.1%	-1.9%
CC1CCCCC12NC(=O)N(CC(=O)N1CCN(S(=O)(=O)Cc3ccccc3)CC1)C2=O (stereo not drawn)	-0.5%	?	1.8%	0.6%	i	1.4	0.4%	-0.3%	2.3%
O=c1c2c3c(sc2ncn1/N=C/c1cccnc1)CCCC3	-0.3%	?	1.6%	-1.2%	i	-0.2	3.8%	4.8%	2.0%
c1ccc(Sc2ccncc2)cc1	.	.	-0.7%	.	i	0.0	-0.5%	-4.6%	-8.4%
CN(C(=O)/C=C/c1ccccc1)C1CCCCC1	0.0%	?	8.7%	.	i	1.3	-0.1%	-10.9%	9.5%
O=c1cc(CN2CCN(S(=O)(=O)c3ccc4ccccc4c3)CC2)nc2sccn12	-4.0%	?	1.0%	-0.2%	i	-0.2	-0.4%[9.22 µM]	-1.2%	-13.9%
O=C(Cc1c(F)cccc1Cl)NNC(=O)c1ccc(Br)s1	0.2%	2.0%	3.8%	0.0%	i	-0.1	0.4%	10.1%	5.8%
Cc1ccc2c(c1)C(CCN)C(=O)N2Cc1ccccc1 (stereo not drawn)	-9.0%	-23.7%	11.0%	0.0%[15.4 µM]	i	-1.3	7.1%	31.6%[activator]	2.2%
O=C(CSc1ccc(F)cc1)Nc1ccc(N2CCOCC2)c(Cl)c1	-0.5%	?	0.9%	-1.9%	i	1.1	1.7%	-9.5%	-12.5%
COc1cc(CO)ccc1OCC(=O)N1CCc2ccccc21	-1.8%	7.8%	2.4%	-1.7%	i	-1.0	0.6%	-1.8%	3.4%
COc1ccc(OCC(=O)Nc2ccc3c(c2)nc(CCN2CCCCC2)n3C)cc1	0.0%	7.5%	-4.9%	1.2%	i	1.9	3.2%	-3.1%	-1.7%
O=C1CCCC2=C1C(c1ccco1)Nc1ccc(C(=O)c3ccccc3)cc1N2 (stereo not drawn)	?	-4.4%	-25.5%[15.6 µM]	-2.1%	.	-1.2	15.2%	-20.9%	0.0%
CS(=O)(=O)c1ccc(C(=O)Nc2ccc(N3CCCC3)cc2)c(Cl)c1	1.2%	0.7%	10.2%	-2.0%	i	2.4	0.0%	-2.7%	0.1%

# Some of the compounds tested, so the mix of outcomes need not match the whole.
